Avidin bead fluor: compound fluoresces at 488/530 nm on avidin beads | compound fluorescence 488/530 nm, flow cytometry; stronger effect = higher value | fluorescence (KMESF) at 10 µM | hit rate 0.38% among 220,000; in the data active means fluorescence above about 47; further: inactives centre near 10
RGS7-Gao reg: regulators of human RGS7-Galphao interaction; Multiplexed bead flow cytometry, RGS7-Galphao binding; actives lie on both sides; binding response (% of control), % at 10 µM; hit rate 0.35% among 220,000; AID 1439; in the data active means binding response below about 49% or above about 150%; inconclusive means no clear call, values can overlap the other calls; inactive means in between;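 further: fluorescent Galphao held in activated GDP-AlF4 state binding bead-coupled RGS7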
Target sequence (P09471 whole entry, looked up): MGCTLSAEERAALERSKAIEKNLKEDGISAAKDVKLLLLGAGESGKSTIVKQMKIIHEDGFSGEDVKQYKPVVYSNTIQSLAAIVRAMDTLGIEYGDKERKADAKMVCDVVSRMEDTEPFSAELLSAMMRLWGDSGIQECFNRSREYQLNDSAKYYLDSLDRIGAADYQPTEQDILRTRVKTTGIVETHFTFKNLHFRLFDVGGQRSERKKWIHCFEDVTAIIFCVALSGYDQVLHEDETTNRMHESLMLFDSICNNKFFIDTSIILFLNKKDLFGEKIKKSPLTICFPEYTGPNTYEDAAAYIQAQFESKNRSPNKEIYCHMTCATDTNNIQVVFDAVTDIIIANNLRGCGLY
Mcl1 Bid PPI: disrupts binding of human Mcl-1 to Bid peptide. Q07820. TR-FRET Mcl-1/Bid-Dy647 peptide binding, 1536-well. inhibition, % at 21.7 µM. hit rate 0.97% among 220,000. AID 1021;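 active means compounds that cut the binding signal by more than half at the single screening dose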;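 further: His-tagged Mcl-1 with europium anti-His antibody binding Bid BH3 peptide; 0% = Mcl-1 plus peptide wells and 100% = peptide-only wells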
Mcl1-Noxa inh: Mcl-1/Noxa interaction inhibition | Q07820 | TR-FRET Mcl-1/Noxa peptide binding, 2 h | inhibition, % at 21.7 µM | hit rate 1.5% among 220,000 | AID 1022;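 active means compounds that cut the protein-peptide binding signal by more than 50% relative to plate controls in a single-dose test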;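 further: His-tagged Mcl-1 with rhodamine Noxa BH3 peptide and terbium anti-His antibody; 0% = Mcl-1 plus Noxa peptide wells and 100% = peptide-only wells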
RGS4-Gao reg: modulates binding of RGS4 to human Galphao; P09471; Multiplexed bead flow cytometry; actives lie on both sides; binding response (% of control), % at 10 µM; hit rate 0.33% among 220,000; in the data active means binding response below about 49% or above about 150%; inactive means in between;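 further: fluorescent Galphao activated with aluminum fluoride binding bead-coupled RGS4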
ABCB1 block: blocks JC-1 efflux by human ABCB1 transporter. CCRF-Adr cells, flow cytometry. inhibition, % at 6.6 µM. hit rate 0.067% among 190,000. AID 1326; in the data active means inhibition above about 40%;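 further: 0% = vehicle and 100% = reference inhibitor; higher value means more JC-1 retained so stronger ABCB1 efflux block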
Mcl-1 Bim block: disrupts Bim peptide binding to human Mcl-1 | Q07820 | Bead-based flow cytometry, Bim peptide-Mcl-1 binding | inhibition, % at 10 µM | hit rate 0.1% among 190,000 | AID 1009; in the data active means inhibition above about 40%;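 further: 0% = no compound tracer wells and 100% = peptide blocker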
ABCG2 inh: human ABCG2 inhibition, ABCB1 as counter-screen; Q9UNQ0; IgMXP3 cells, JC-1 efflux, flow cytometry; inhibition, % at 6.6 µM; hit rate 0.1% among 190,000; AID 1325;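 active means inhibition above 80%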;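 further: 0% = DMSO and 100% = nicardipine control wells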
Target sequence (Q9UNQ0 whole entry, looked up): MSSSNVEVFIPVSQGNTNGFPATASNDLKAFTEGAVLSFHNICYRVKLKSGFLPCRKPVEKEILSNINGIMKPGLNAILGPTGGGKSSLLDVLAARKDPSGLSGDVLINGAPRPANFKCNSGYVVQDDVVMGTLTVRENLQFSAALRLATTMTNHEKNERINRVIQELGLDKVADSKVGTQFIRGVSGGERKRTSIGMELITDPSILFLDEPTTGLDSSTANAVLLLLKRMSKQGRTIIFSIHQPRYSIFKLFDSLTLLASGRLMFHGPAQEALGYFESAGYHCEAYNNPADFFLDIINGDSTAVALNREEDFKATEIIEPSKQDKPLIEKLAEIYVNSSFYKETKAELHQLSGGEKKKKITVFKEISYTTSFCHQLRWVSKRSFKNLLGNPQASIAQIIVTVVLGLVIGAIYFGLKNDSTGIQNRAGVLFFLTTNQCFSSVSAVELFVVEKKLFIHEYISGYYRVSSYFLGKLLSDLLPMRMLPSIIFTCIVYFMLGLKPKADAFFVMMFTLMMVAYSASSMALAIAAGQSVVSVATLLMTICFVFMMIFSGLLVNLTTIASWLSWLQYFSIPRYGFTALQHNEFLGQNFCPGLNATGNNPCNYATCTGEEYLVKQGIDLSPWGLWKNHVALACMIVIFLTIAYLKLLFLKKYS
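Test system: IgMXP3 (ABCG2) plus far-red-tagged CCRF-Adr (ABCB1) cells. Reagent: JC-1 dye as substrate. Timing: 10 min exposure at 25 °C with rotation, no wash. Measured by: flow cytometric JC-1 green MFI at 530 nm. Read-out: percent efflux inhibition, scaled nicardipine 100% to DMSO 0%. Control set: nicardipine and DMSO wells.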
Pf gamet viab: P. falciparum stage V gametocyte viability inhibition; hit rate 0.065% among 150,000; inhibition, % at 10.9 µM; P. falciparum stage V gametocytes, ATP luminescence, 24 h; AID 743093;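 active means inhibition above the mean plus 3 SD of compounds within the control limits, set per campaign, cut at about 38% in these data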;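 further: 0% = DMSO wells and 100% = medium only without gametocytes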
GSH bead fluor: GSH bead compound fluorescence profile. GSH beads flow cytometry, compound fluorescence 488/530 nm; stronger effect = higher value. fluorescence (KMESF) at 10 µM. hit rate 0.25% among 190,000. AID 1776; in the data active means fluorescence above about 89;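 further: glutathione beads carrying GST-tagged Bcl family fusion proteins plus one bare bead set; values are compound well signal with DMSO vehicle wells as background; inactives centre near 16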
RGS8-Gao: human RGS8-Galphao interaction regulation; AID 1423; hit rate 0.34% among 220,000; response (percent of control binding), % at 10 µM; P09471; multiplexed bead flow cytometry, RGS8-Galphao binding; actives lie on both sides; in the data active means response below about 60% or above about 140%; inactive means in between;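 further: Galphao activated as the GDP aluminium fluoride complex binding bead-coupled RGS8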
Numbers without * were called inactive; ? = inconclusive; · = not tested or not shown. Compounds as they come, and some 3.3% of all compounds hit somewhere here.

no.	Molecule	Avidin bead fluor	Mcl1-Noxa inh	GSH bead fluor	ABCB1 block	RGS8-Gao	Mcl1 Bid PPI	ABCG2 inh	RGS7-Gao reg	Pf gamet viab	RGS4-Gao reg	Mcl-1 Bim block
1	COc1ccccc1CC1(C)NC(=O)N(CC(=O)Nc2cc(C)on2)C1=O (stereo not given)	19	-7	31	-0.2	95	1	14	90	29	93	-3
2	Cc1ccc(C2C3=C(CC(C)(C)CC3=O)N=C3c4ccccc4C(=O)C32)cc1 (stereo not given)	12	15	10	·	100	-48	7	99	-20	100	-3
3	Cc1cc(C)c(NC(=O)C2CCCN2CCO)c(C)c1 (stereo not given)	6	20	37	0.4	100	-13	1	94	·	96	-1
4	Cn1c(=O)nc2n(Cc3ccccc3)c3cccc(Cl)c3cc-2c1=O	12	36	10	1.8	102	62*	25	105	-6	102	-5
5	Cn1c(=O)[nH]c(=O)c2c1nc(Br)n2CCSc1ncccn1	23	-5	16	-0.2	102	-6	0	101	·	99	0
6	CCOC(=O)c1sc(=NC(=O)c2ccc(Cl)s2)n(C)c1C	9	0	18	-1.1	103	-17	-4	?	0	105	2
7	CC1(C)CC(=O)C=C(NCCN2CCN(C(=S)NC3CCCCC3)CC2)C1	6	-9	·	·	102	-28	·	?	-1	103	·
8	COc1ccc(C2CC(=O)C(C=NCCN3CCNCC3)=C(O)C2)cc1OC (stereo not given)	24	4	26	0.2	116	-8	10	113	·	112	-7
9	Cc1cc(Cl)c(OCCOCCN2CCCC(C)C2)c(Br)c1 (stereo not given)	8	21	16	1.2	92	33	2	94	-4	97	0
10	CC(=O)Nc1ccc(CN2CCCC(C(=O)c3ccc(C(F)(F)F)cc3)C2)cc1 (stereo not given)	5	-3	17	1.0	108	-66	0	111	8	111	0
11	Cc1cccc(N2CCN(C(=O)c3ccc4nc(-c5ccco5)c(-c5ccco5)nc4c3)CC2C)c1 (stereo not given)	32	38	11	1.4	96	-57	5	97	15	93	0
12	CNC(=O)CN(c1cc(C)ccc1C)S(C)(=O)=O	7	5	23	0.3	101	-1	1	100	-12	101	-2
13	COc1ccc2[nH]c3c(NCc4ccco4)ncnc3c2c1	29	13	9	0.3	105	-14	2	100	·	109	0
14	O=c1oc(-c2cccs2)nc2c1cnn2-c1ccccc1	7	4	6	-0.2	96	-23	0	98	·	98	0
15	Cc1c(C(=O)N(C)C)c2cc(Cl)ccc2n1O	4	10	6	-0.2	106	-88	-2	97	4	99	0
16	CCOC(=O)CNC(=O)CSc1nccn1Cc1ccco1	12	-1	19	-0.5	102	-8	1	?	4	104	0
17	Cc1ccc2c(c1)nnn2C1CCN(CC(=O)c2ccc(Cl)cc2)CC1	9	7	63	0.9	99	-8	7	102	·	102	-4
18	CCC(C)NCC(=O)Nc1cc(S(=O)(=O)N(CC)c2ccccc2)ccc1Cl (stereo not given)	2	5	14	0.2	71	-21	3	93	·	90	-1
19	CCn1c(SCC(=O)Nc2cc(C)nn2-c2ccccc2)nnc1-c1cccs1	8	8	·	·	99	-8	·	?	-1	94	·
20	Cc1ccc2[nH]c(CCN(C)C)c(CC#N)c2c1	9	3	10	0.2	108	-13	2	104	-15	102	-1
21	Cc1cccc(Cc2nnc(CCC(=O)N3CCCC(CN4CCOCC4)C3)o2)c1 (stereo not given)	11	1	11	-0.3	106	-26	0	102	-27	102	1
22	CCC(=O)N1CCN(c2ccc(NC(=O)c3ccc(Br)o3)cc2)CC1	5	25	17	0.3	122	-52	1	98	·	99	-7
23	COc1ccc(C(C(=O)NC2CCCCC2)N(C(=O)Cc2c[nH]c3ccccc23)c2ccccc2)cc1OC (stereo not given)	6	-1	9	25	80	-16	31	69	3	73	8
24	O=C(Nc1ccccc1)OC1CCCCc2cccnc21 (stereo not given)	13	2	·	·	100	-22	·	?	-5	103	·
25	Cc1ccc(S(=O)(=O)N2CCN(CC(=O)NC3CCCc4ccccc43)CC2)cc1C (stereo not given)	15	-12	16	3.0	99	-22	8	100	7	102	0
26	O=C(O)CCC(=O)Nc1ccc(F)cc1	8	6	10	0.4	102	-4	1	102	·	102	0
27	CCOc1ccc(C(=O)NCCC(=O)NCCCC(=O)O)cc1	18	1	28	0.2	104	-16	1	97	0	101	0
28	CN(C)S(=O)(=O)Oc1ccccc1C(=O)Nc1ccc(F)cc1	8	3	14	0.1	96	-22	-2	97	-17	94	0
29	O=C(Nc1ccc(S(=O)(=O)Nc2ncccn2)cc1)c1cnc(Cl)c(Cl)c1	11	22	15	-0.2	100	-9	-1	?	10	100	-3
30	NC(=O)[C@H]1CC2(CC(c3cccc(NC(=O)COc4ccc(Cl)cc4)c3)=NO2)CN1C(=O)C(c1ccccc1)c1ccccc1 (stereo not given in full)	9	-7	·	·	102	-13	·	?	-1	106	·
31	CC(C)c1ccc(SCc2noc(C(=O)NCC3CCCO3)c2C(=O)O)cc1 (stereo not given)	13	4	42	0.1	98	-11	1	89	6	93	0
32	CCN(CC)S(=O)(=O)c1ccc(-c2nnc(SCC(N)=O)n2CC)cc1	8	-7	24	0.9	102	0	3	98	16	105	1
33	FC(F)(F)c1nnc2ccc(N3CCN(c4ccccc4)CC3)nn12	12	13	35	-1.3	105	17	62	102	-17	104	-3
34	COc1ccc(/C=N/NC(=O)c2ccc3ccccc3c2)cc1OS(=O)(=O)c1ccc(NC(C)=O)cc1	28	14	7	-0.5	102	12	-1	95	·	94	0
35	COC(=O)c1ccc(-c2noc(CN(Cc3nccn3C)C(C)C)n2)cc1	11	15	13	0.2	99	-9	0	99	·	100	-2
36	Cn1ncc(Br)c1C(=O)Nc1ccc(Cl)cn1	13	3	27	0.2	101	-3	18	100	·	101	-5
37	O=C(Cc1cccs1)N1CCC(c2nc3c(nnn3Cc3ccc(F)cc3)c(=O)[nH]2)CC1	14	-5	34	-1.0	107	-1	-14	100	·	103	-5
38	Cc1ccc(-c2nnc(Nc3ccc(C(=O)N(C)C)cc3)c3ccccc23)cc1S(=O)(=O)NCC1CCCO1 (stereo not given)	9	13	17	-0.3	97	8	-1	97	·	95	-3
39	Cc1ccc(NC(=O)c2cc(=O)c3ccccc3o2)cc1S(=O)(=O)N1CCOCC1	7	18	·	·	100	-6	·	?	12	100	·
40	CCNc1nc(NCC)n2c(SCC(=O)Nc3ccc(F)cc3[N+](=O)[O-])nnc2n1	8	19	7	-0.5	100	-26	-1	88	3	100	2
41	Cc1cc2cc(CNC(=O)c3cccs3)ccc2n1C	5	13	22	0.1	100	4	1	103	15	97	4
42	C/C(CC(=O)NC1CCCC1)=N\NC(=O)Cc1cccs1	18	-1	11	0.4	96	-2	3	101	6	86	-2
43	Cc1ccc(-n2nnnc2SCC(=O)N2CCc3ccccc3C2)c(C)c1	7	6	30	0.9	103	-3	2	103	14	104	-6
44	O=C(O)COc1ccc(-c2nnn(CC(=O)O)n2)cc1	8	-3	39	-0.2	112	-4	-1	102	·	101	-3
45	CCCNc1cc(=O)n(C)c(=O)n1C	22	3	24	0.5	100	-18	3	97	·	100	-2
46	Cn1cccc1/C=C1\CC(C(C)(C)C)C/C(=C\c2cccn2C)C1=O (stereo not given)	8	0	33	14	100	-19	21	103	·	98	0
47	CCOc1cc(C)c(Cl)cc1S(=O)(=O)n1ccnc1	7	5	22	0.7	100	-14	11	100	5	102	-2
48	COc1ccccc1CNS(=O)(=O)c1cc(C)ccc1OC	24	23	35	2.1	102	-6	11	108	5	100	-4
49	O=C(NCCN1C(=O)CSC1=O)c1ccccc1	9	-10	71	0.4	101	-66	1	100	·	102	-1
50	Cn1nc(C(=O)Nc2ccc(S(=O)(=O)Nc3ncccn3)cc2)ccc1=O	8	25	·	·	106	-33	·	?	-2	103	·
51	CCN(CC)CCCNC(=S)N(Cc1cccnc1)Cc1cc2cccc(C)c2[nH]c1=O	5	6	17	-0.6	100	-77	-2	98	-3	92	-5
52	CNC(=O)CSc1cn(CC(=O)N(C(C)C)C(C)C)c2ccccc12	9	8	15	-0.3	103	-51	-1	102	-21	105	0
53	Cc1noc(C)c1CN1C(=O)NC2(CCCCCCC2)C1=O	7	10	35	-2.0	104	-1	-2	108	·	107	1
54	O=C(NCc1ccccc1)c1ccc(Cn2cc(C(F)(F)F)ccc2=O)cc1	22	24	15	0.6	102	1	4	99	·	102	1
55	CCC(C)[C@H](NC(=O)NCCCN1CCOCC1)C(=O)OC (stereo not given in full)	13	11	8	0.3	97	-5	4	100	·	96	-1
56	CCCN1CCCc2cc(CN(CCCN3CCOCC3)C(=O)Nc3ccc(OCC)cc3)ccc21	23	8	22	2.0	101	-32	9	101	-9	106	-5
57	CC1CCCCC1NC(=O)COC(=O)CNC(=O)c1cccc(F)c1 (stereo not given)	7	13	15	0.0	99	-30	5	?	·	98	-2
58	COc1ccccc1NC(=O)c1ccc(NS(C)(=O)=O)cc1	14	12	35	0.4	100	-14	4	97	·	98	1
59	CSc1n[nH]c(-c2ccc(C(F)(F)F)cc2)n1	9	-3	·	·	101	4	·	?	-3	105	·
60	CCNC(=O)COn1c(SCC(=O)NCC)nc2ccccc2c1=O	15	11	18	2.3	100	5	18	105	·	102	-1

The results go on:
no.	Molecule	Avidin bead fluor	Mcl1-Noxa inh	GSH bead fluor	ABCB1 block	RGS8-Gao	Mcl1 Bid PPI	ABCG2 inh	RGS7-Gao reg	Pf gamet viab	RGS4-Gao reg	Mcl-1 Bim block
61	COc1cc2oc(=O)c3c(c2cc1OCC(=O)c1c(C)n(C)c2ccccc12)CCCC3	2	1	11	1.2	74	12	13	94	-20	88	-1
62	Cc1cc(C)nc(SCc2n[nH]c(=S)n2C)n1	6	18	24	-0.1	102	-30	0	103	8	102	-18
63	CN1CCC(=NNC(=O)CN(c2cccc(Cl)c2)S(C)(=O)=O)CC1	24	4	8	-0.2	103	-11	0	100	-11	102	-1
64	CC(=O)N1CCN(Cc2nc3cc(NC(=O)Nc4ccccc4)ccc3n2C)CC1	11	12	11	-0.2	97	-18	-2	98	2	96	0
65	CCOC(=O)C1=C(c2ccccc2)Nc2ncnn2C1c1cccc(OC)c1OC (stereo not given)	24	9	29	2.2	96	1	9	93	2	98	-1
66	CCN(CC)S(=O)(=O)c1ccc(/C=C/C(=O)OCC(=O)N(C(C)C)C(C)C)cc1	10	10	12	1.4	97	-7	3	96	-14	97	-1
67	Cc1cc(C(=O)COC(=O)c2ccncc2)c(C)n1CCc1ccc(F)cc1	10	18	17	0.4	101	-45	6	?	16	102	0
68	N#CC1=C(N)C(C#N)(C#N)C(c2ccncc2)C2CN(C(=O)OCc3ccccc3)CC=C12 (stereo not given)	19	15	18	-0.1	100	-26	2	98	·	100	-4

Screens as filed in PubChem BioAssay.
